High-throughput results deposited in PubChem by Vanderbilt High Throughput Screening Facility.
GluA2 TARP mod: modulates AMPAR-stargazin complexes | O88602+P19491 | HEK293 GluA2+stargazin, membrane potential dye (FDSS), glutamate EC50; hits were called plate by plate, in both directions | calls only at 30 µM | 40,000 compounds, 3.5% hits;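 active = any of four per-well response measures lying three or more SD from its plate-wide compound average, in either direction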
Target sequence (O88602 whole entry, looked up): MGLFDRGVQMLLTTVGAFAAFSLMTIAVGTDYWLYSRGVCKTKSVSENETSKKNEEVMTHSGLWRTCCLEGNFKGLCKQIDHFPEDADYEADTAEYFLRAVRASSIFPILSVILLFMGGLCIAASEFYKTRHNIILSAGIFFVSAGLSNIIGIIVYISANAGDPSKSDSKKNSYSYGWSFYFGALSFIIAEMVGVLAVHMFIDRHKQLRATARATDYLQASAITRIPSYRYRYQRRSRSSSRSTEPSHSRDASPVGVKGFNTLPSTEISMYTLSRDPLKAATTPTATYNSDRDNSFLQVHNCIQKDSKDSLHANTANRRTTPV
Target sequence (P19491 whole entry, looked up): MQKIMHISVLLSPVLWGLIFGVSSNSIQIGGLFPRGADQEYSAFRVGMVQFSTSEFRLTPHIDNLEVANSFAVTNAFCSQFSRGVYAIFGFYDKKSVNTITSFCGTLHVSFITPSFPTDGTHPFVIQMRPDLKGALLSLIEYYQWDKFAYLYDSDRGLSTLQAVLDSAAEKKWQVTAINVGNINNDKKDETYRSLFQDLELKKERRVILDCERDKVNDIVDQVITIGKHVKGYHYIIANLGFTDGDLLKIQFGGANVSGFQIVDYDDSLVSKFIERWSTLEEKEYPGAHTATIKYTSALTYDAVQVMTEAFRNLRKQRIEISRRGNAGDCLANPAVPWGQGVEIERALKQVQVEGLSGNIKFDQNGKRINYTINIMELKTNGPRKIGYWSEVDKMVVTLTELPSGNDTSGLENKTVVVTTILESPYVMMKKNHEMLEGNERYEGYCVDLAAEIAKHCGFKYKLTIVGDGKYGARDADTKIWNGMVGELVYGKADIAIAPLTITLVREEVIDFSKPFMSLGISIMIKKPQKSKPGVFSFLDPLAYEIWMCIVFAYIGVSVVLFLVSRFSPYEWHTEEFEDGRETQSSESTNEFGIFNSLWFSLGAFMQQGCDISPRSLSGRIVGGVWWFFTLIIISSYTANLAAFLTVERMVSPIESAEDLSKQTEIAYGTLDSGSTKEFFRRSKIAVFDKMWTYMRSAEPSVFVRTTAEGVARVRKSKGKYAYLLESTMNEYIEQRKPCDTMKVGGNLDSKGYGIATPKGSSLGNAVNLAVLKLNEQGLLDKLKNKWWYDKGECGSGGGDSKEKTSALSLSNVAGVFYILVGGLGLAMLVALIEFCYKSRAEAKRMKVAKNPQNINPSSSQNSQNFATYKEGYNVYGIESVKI
GluA2 TARP mod agonism max-min: further read-out of GluA2 TARP mod, marked with its call; compound max-min signal; compound-alone response (agonism);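 unitless range of fluorescence divided by baseline over first 100 seconds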
GluA2 TARP mod glutamate slope: second read-out of GluA2 TARP mod, no call of its own (marks repeat the call); glutamate slope, % of max; measured here: glutamate response slope, % max;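 scaled per plate between vehicle wells and maximal 1 mM glutamate control wells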
The depositor's hits bear a star; i = inactive; + = active, no number.

GluA2 TARP mod | GluA2 TARP mod agonism max-min | GluA2 TARP mod glutamate slope | SMILES
i | 0.036 | 37 | COc1cc(C2C3=C(CC(C)(C)CC3=O)Nc3ncnn32)ccc1OC(F)F (stereo not drawn)
i | 0.12 | 58 | CCOC(=O)c1ccc(NS(=O)(=O)N(C)C)cc1
i | 0.033 | 54 | O=C(NCCN1CCOCC1)C(=O)Nc1ccc(N2CCCS2(=O)=O)cc1
i | 0.11 | 60 | COc1ncccc1C(=O)N1CCC(c2nnc(-c3ccco3)s2)CC1
i | 0.036 | 37 | Cc1ccc(-n2ccnc2N2CCN(C(=O)Cc3cccs3)CC2)cc1
i | 0.11 | 65 | O=C(CCn1ccc(=O)[nH]c1=O)Nc1onc2c1CSC2
i | 0.12 | 45 | Cc1ccc(CC(=O)Nc2nnc(CSc3ccccc3)o2)c(C)c1
i | 0.12 | 63 | Cc1nnc(NC(=O)c2ccc(S(=O)(=O)NCc3ccc4c(c3)OCO4)o2)s1
i | 0.068 | 51 | Cc1cc(C)n(-c2cc(NCCNS(=O)(=O)c3ccccc3Cl)ncn2)n1
i | 0.065 | 52 | O=C(CCCc1ccccc1)NCCS(=O)(=O)N1CCN(c2ccccn2)CC1
i | 0.071 | 63 | COc1cn(-c2ccc(F)cc2)nc1C(=O)N1CCc2ccccc21
i | 0.073 | 66 | CC(C)CNc1nc2c(c(=O)[nH]c(=O)n2C)n1CC(O)COc1ccc(Cl)cc1 (stereo not drawn)
i | 0.11 | 51 | O=C(NCC(O)(c1ccccc1)C(F)(F)F)c1ccco1 (stereo not drawn)
i | 0.046 | 64 | Nc1ccc(CC(=O)N2CCC(O)CC2)cc1
i | 0.11 | 61 | CCOC(=O)Cn1c(=O)c2c(nc3n(-c4ccc(Oc5ccccc5)cc4)c(C)c(C)n23)n(C)c1=O
i | 0.091 | 55 | CCOC(=O)c1ccccc1NC(=O)CSC1=NS(=O)(=O)c2ccccc2N1CC
i | 0.055 | 55 | COc1ccc(C(CNC(=O)Cc2ccc(F)cc2)N2CCOCC2)cc1 (stereo not drawn)
i | 0.1 | 71 | Cc1cc(C)c(S(=O)(=O)NCCC(=O)N(C)C)cc1N(C)S(C)(=O)=O
i | 0.055 | 57 | O=C1CSC(=O)N1C1CCCCC1NC(=O)C1(c2ccccc2)CCOCC1 (stereo not drawn)
i | 0.17 | 58 | CCCS(=O)(=O)N1CCCc2cc(NS(=O)(=O)c3cc(Cl)ccc3OC)ccc21
i | 0.057 | 38 | COc1ccc(CNC(=O)Cc2cc(-c3ccco3)on2)cc1
i | 0.11 | 49 | O=C(Cn1nnc2ccccc2c1=O)N1CCN(c2ncccn2)CC1
i | 0.1 | 39 | O=C(NCc1ccsc1)C1CC1
i | 0.086 | 45 | C=CCNC(=O)C(=O)NC(C)CCc1ccccc1 (stereo not drawn)
+ | 0.18* | 51* | CCN1CCN(c2nc3c(c(=O)n(C)c(=O)n3C)n2CCCOc2ccccc2)CC1

Structures from the list above containing a thiophene ring, fused or not, in the order listed:
GluA2 TARP mod | GluA2 TARP mod agonism max-min | GluA2 TARP mod glutamate slope | SMILES
i | 0.036 | 37 | Cc1ccc(-n2ccnc2N2CCN(C(=O)Cc3cccs3)CC2)cc1
i | 0.1 | 39 | O=C(NCc1ccsc1)C1CC1

Further structures.
GluA2 TARP mod | GluA2 TARP mod agonism max-min | GluA2 TARP mod glutamate slope | SMILES
+ | 0.28* | 50* | O=C(NCC(O)Cc1ccccc1)Nc1cccc(C(F)(F)F)c1 (stereo not drawn)
i | 0.048 | 54 | O=C(CSc1nc(=O)n(CCCO)c2c1CCC2)Nc1ccc2c(c1)OCCO2
i | 0.07 | 59 | CN(C)C(CNC(=O)c1cccc(C#N)c1)c1cccn1C (stereo not drawn)
i | 0.099 | 50 | CC(O)(CNC(=O)C(=O)Nc1ccon1)c1ccc(-c2ccccc2)cc1 (stereo not drawn)
i | 0.044 | 61 | COc1ccc(CCNC(=O)C(=O)c2cn(CC(=O)N3CCCC3)c3ccccc23)cc1
i | 0.081 | 58 | CCS(=O)(=O)N1CCCc2cc(NC(=O)NC(c3ccccc3)c3ccccc3)ccc21
i | 0.063 | 50 | Cc1ccc(C)c2sc(N3CC(O)C3)nc12
i | 0.11 | 59 | COc1cc(OC)cc(-c2noc(Cn3cnc4c(nnn4Cc4ccc(Cl)cc4)c3=O)n2)c1
i | 0.11 | 52 | C#CCn1c(=NC(=O)c2cc(C)no2)sc2cc(SC)ccc21
i | 0.078 | 60 | Cn1nnc2c(=O)n(CC(=O)Nc3ccc(C(N)=O)cc3)cnc21
i | 0.055 | 39 | CN(C1CCCC1)S(=O)(=O)c1ccc(C(=O)Nc2nc(-c3cccs3)cs2)cc1
i | 0.088 | 62 | CC(C)C(=O)Nc1ccc(SCC(=O)Nc2ccccc2C(F)(F)F)nn1
i | 0.093 | 63 | C=Cc1ccc(CN(c2ccc3c(c2)OCO3)S(=O)(=O)c2ccc3nncn3c2)cc1
i | 0.098 | 62 | O=S(=O)(CCCOc1ccc2c(c1)OCO2)NCCc1ccccc1
i | 0.039 | 62 | CCOc1ccc(NC(=O)C(=O)NCCc2ccccc2OC)cc1
i | 0.059 | 37 | COc1ccc(CCS(=O)(=O)Nc2ccc(CC(=O)NCc3cccs3)cc2)cc1
i | 0.037 | 52 | COc1cc(OC)cc(C(=O)NCCOc2ccc3nnc(-c4ccccc4OC)n3n2)c1
i | 0.027 | 35 | COc1ccc(S(=O)(=O)CC(=O)Nc2nc3c(s2)CCCC3)cc1
i | 0.067 | 58 | O=C(Cc1ccsc1)NC1(c2nc(-c3cnccn3)no2)CCCCC1
i | 0.055 | 54 | O=C(COc1cccc(C(F)(F)F)c1)NCCCn1nc(-c2ccccc2)ccc1=O
i | 0.081 | 63 | COc1ccc(Cl)cc1NC(=O)C(=O)NCC1CCN(C(=O)Oc2ccccc2)CC1
i | 0.12 | 65 | CC(O)(CNC(=O)c1cccc(Br)c1)c1ccccc1 (stereo not drawn)
i | 0.033 | 65 | CCOC(=O)N1CCN(Cc2c(NC(=O)c3ccco3)sc(C)c2C)CC1
i | 0.091 | 49 | COc1cccc(CCNC(=O)Cn2cnc(-c3ccccc3)cc2=O)c1
i | 0.035 | 68 | Cc1ccc(NC(=O)/C=C2\SC(=O)N(CC(=O)Nc3cccc(C)c3)C2=O)cc1

Part of the list above, reduced to GluA2 TARP mod agonism max-min and GluA2 TARP mod:
structure	GluA2 TARP mod agonism max-min	GluA2 TARP mod
COc1cc(OC)cc(-c2noc(Cn3cnc4c(nnn4Cc4ccc(Cl)cc4)c3=O)n2)c1	0.11	i
CCOC(=O)Cn1c(=O)c2c(nc3n(-c4ccc(Oc5ccccc5)cc4)c(C)c(C)n23)n(C)c1=O	0.11	i
CCCS(=O)(=O)N1CCCc2cc(NS(=O)(=O)c3cc(Cl)ccc3OC)ccc21	0.17	i
Cc1nnc(NC(=O)c2ccc(S(=O)(=O)NCc3ccc4c(c3)OCO4)o2)s1	0.12	i
O=C(NCC(O)Cc1ccccc1)Nc1cccc(C(F)(F)F)c1 (stereo not drawn)	0.28*	+
COc1cc(C2C3=C(CC(C)(C)CC3=O)Nc3ncnn32)ccc1OC(F)F (stereo not drawn)	0.036	i
O=C(NCC(O)(c1ccccc1)C(F)(F)F)c1ccco1 (stereo not drawn)	0.11	i

Additional records follow.
GluA2 TARP mod | GluA2 TARP mod agonism max-min | GluA2 TARP mod glutamate slope | SMILES
i | 0.084 | 66 | CCOc1ccc(C(=O)Nn2cnc3c(cnn3-c3ccccc3)c2=O)cc1OCC
i | 0.089 | 69 | CCc1ccc(S(=O)(=O)N2CCN(Cc3nnnn3-c3ccc(C)cc3)CC2)s1
i | 0.053 | 65 | CCOC(=O)N1CCN(C(=O)CSc2nc3ccccc3s2)CC1
i | 0.084 | 50 | COc1ccc(C(=O)NCC2CCN(S(C)(=O)=O)CC2)c(OC)c1
i | 0.073 | 90 | C=CCNC(=O)C(=O)Nc1c2c(nn1C(C)(C)C)CS(=O)(=O)C2
i | 0.067 | 68 | O=C(NCCc1cccs1)C1CCN(c2cc(Oc3ccccc3)ncn2)CC1
i | 0.081 | -5 | Oc1cccc2ccc(/C=C/c3ccc(Cl)cc3Cl)nc12
i | 0.1 | 55 | CC(C)(C)C(=O)N1CCc2ccc(NC(=O)C3c4ccccc4Oc4ccccc43)cc21
i | 0.19 | 60 | O=C(CC1C(=O)N(c2ccccc2)C(=S)N1Cc1ccco1)Nc1ccccc1 (stereo not drawn)
i | 0.15 | 72 | COc1ccc(C)cc1NC(=O)NCCOc1ccc(F)cc1
i | 0.072 | 29 | CCOCCn1c(=O)c2c(nc3n2CCCN3c2cc(C)cc(C)c2)n(C)c1=O
i | 0.045 | 71 | O=C(C1CCCC1)N1CCN=C1SCc1c(F)cccc1Cl
i | 0.051 | 28 | COCCNC(=O)Cc1ccc(NS(=O)(=O)Cc2ccccc2Cl)cc1
i | 0.15 | 51 | CS(=O)(=O)c1ccc(CC(=O)Nc2ccc(-c3nc4ccccc4[nH]3)cc2)cc1
i | 0.03 | 59 | Cc1cnc2c(c1SCc1cccc(F)c1)c(=O)n(C)c(=O)n2C
i | 0.081 | 2 | CCCCCn1c(N2CCN(CC(=O)OCc3ccccc3)CC2)nc2c1c(=O)[nH]c(=O)n2C
i | 0.061 | 35 | COc1cc(S(=O)(=O)N2CCN(S(=O)(=O)c3cc(OC)c(C)cc3C)C(C)C2)c(C)cc1C (stereo not drawn)
i | 0.092 | 55 | COc1cc(NC(=O)CCc2c(C)nn(-c3nc(C)cc(=O)[nH]3)c2C)cc(OC)c1OC
i | 0.033 | 36 | CCCCc1ccc(-n2c(C)cn3c4c(=O)n(CCOC)c(=O)n(C)c4nc23)cc1
i | 0.028 | 56 | CCOc1ccc(C(C)C)cc1S(=O)(=O)NCCOc1ccc(-c2ccc(OC)cc2)nn1
i | 0.054 | 32 | COC(=O)CN(c1ccc(C23CC4CC(CC(C4)C2)C3)cc1)S(C)(=O)=O
+ | 0.14* | 32* | COc1ccc(Cn2c(C)nc3c(c(=O)c4ccccc4n3C)c2=O)cc1
i | 0.17 | 83 | O=C(Cc1csc(Nc2cccc(Cl)c2)n1)N1CCN(C(=O)c2ccco2)CC1
i | 0.098 | 59 | COc1ccc(NC(=O)C2CCCCN2S(C)(=O)=O)c2ccccc12 (stereo not drawn)
i | 0.054 | 44 | Cc1ccc(S(=O)(=O)N(C)c2c(C)ccc(S(=O)(=O)N3CCN(C)CC3)c2C)cc1

A few values from above:
`CCOC(=O)N1CCN(C(=O)CSc2nc3ccccc3s2)CC1` in GluA2 TARP mod glutamate slope → 65
`COc1cc(S(=O)(=O)N2CCN(S(=O)(=O)c3cc(OC)c(C)cc3C)C(C)C2)c(C)cc1C` (stereo not drawn) in GluA2 TARP mod agonism max-min → 0.061
`O=C(Cc1csc(Nc2cccc(Cl)c2)n1)N1CCN(C(=O)c2ccco2)CC1` in GluA2 TARP mod glutamate slope → 83

Later entries:
GluA2 TARP mod | GluA2 TARP mod agonism max-min | GluA2 TARP mod glutamate slope | SMILES
i | 0.14 | 55 | O=C(Cn1ccn2nc(-c3ccccc3)cc2c1=O)Nc1ccc(Oc2ccccc2)cc1
i | 0.12 | 54 | COc1ccc(CCn2c(N(C)C)nc3c2c(=O)[nH]c(=O)n3C)cc1
i | 0.098 | 59 | Cc1cncn(CC(=O)Nc2ccc(C(N)=O)cc2)c1=O
i | 0.12 | 53 | CCCN1CCCc2cc(CCNC(=O)c3cc(OC)c(OC)c(OC)c3)ccc21
i | 0.074 | 47 | O=c1[nH]c(=S)[nH]c2c1CCCC2
i | 0.053 | 40 | Cc1ccc(NS(=O)(=O)c2ccccc2[N+](=O)[O-])cc1N1CCCCC1=O
+ | 0.04* | 89* | COc1ccc(CCNC(=O)CC2CCCCN2S(=O)(=O)c2ccc(F)cc2)cc1 (stereo not drawn)
i | 0.03 | 67 | NCC(c1ccc(Cl)cc1)N1CCCCCC1 (stereo not drawn)
i | 0.068 | 65 | COCCNC(=O)c1ccc2c(=O)n(CCc3ccccc3)c(SCC(=O)CC(=O)OC)nc2c1
i | 0.042 | 79 | CCOc1ccc(C(C)C)cc1S(=O)(=O)N1CCc2ccccc21
i | 0.034 | 66 | COc1cccc(CNC(=O)CC2CCCCN2S(=O)(=O)c2ccc(C)cc2)c1 (stereo not drawn)
i | 0.039 | 54 | COc1ccc(CCC(=O)N2CCN(c3ccc(OC)nn3)CC2)cc1
i | 0.11 | 42 | CCc1nc(-c2ccc(N3CCN(C(=O)c4cc5cccc(OC)c5o4)CC3)nc2)no1
i | 0.1 | 44 | Cn1nc(C2CCCN(C(=O)c3nc4ccccc4s3)C2)n(-c2ccccc2)c1=O (stereo not drawn)
i | 0.096 | 51 | CC(O)(CNC(=O)c1ccc(F)cc1Cl)c1ccc2c(c1)OCO2 (stereo not drawn)
i | 0.06 | 34 | CCOC(=O)c1ccc(NC(=O)c2ccc3nncn3c2)cc1
i | 0.18 | 56 | C=CCn1c(N)c(C(=O)NCCC(C)C)c2nc3ccccc3nc21
i | 0.072 | 33 | CN(C)S(=O)(=O)c1ccc(/C(O)=C2/C(=O)C(=O)N(CCN3CCOCC3)C2c2ccc(Cl)cc2)cc1 (stereo not drawn)
i | 0.1 | 38 | CCn1nc(C)cc1C(=O)N1CCNC(=O)C1(C)C
i | 0.14 | 45 | O=C1CN(C(=O)Nc2cccc(C(F)(F)F)c2)c2ccccc2N1
i | 0.071 | 57 | O=C(C1CC1)N1CCc2ccc(NS(=O)(=O)c3ccc4c(c3)OCCO4)cc21
i | 0.11 | 54 | COc1ccc(NC(=O)COC(=O)c2cc(C(C)=O)n3ccccc23)cc1
i | 0.078 | 71 | CCC(C(=O)Nc1c2c(nn1CC(=O)NCCOC)CSC2)c1ccccc1 (stereo not drawn)
i | 0.082 | 51 | COCCNC(=O)Cc1ccc(NC(=O)C2CC2)cc1
i | 0.085 | 52 | COC(=O)c1ccc(CN(c2cccc(F)c2)S(=O)(=O)c2ccc3nncn3c2)o1
i | 0.049 | 49 | COc1ccc(C)cc1NC(=O)C(=O)NCc1ccccc1F

Some of the compounds tested; the hit share may differ from the screen's.
